# Screens deposited in PubChem BioAssay by The Scripps Research Institute Molecular Screening Center.
# CHO-K1 Ca ag: counter-screen for M1 agonists: effect in parental CHO-K1 cells; Fluo-8 calcium fluorescence; scaled to maximal ATP response, vehicle zero; activation, % at 3 µM; hit rate 0.48% among 360,000; in the data active = activation above about 15%;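 note: untransfected CHO-K1 host cells lacking M1 receptor as counterscreen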
# CHO-K1 Ca antag: nonselective inhibitor or artifact in parental CHO-K1 cells. ATP-induced calcium, Fluo-8 fluorescence. inhibition, % at 3 µM. hit rate 0.6% among 360,000. AID 602250;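 active = inhibition above a per-plate cutoff, the plate's mean sample inhibition plus 3 SD, cut at about 24% in these data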;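 note: 0% = DMSO plus EC80 ATP and 100% = DMSO alone without ATP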
# M1 ag: human M1 muscarinic receptor agonists, primary screen, Fluo-8 calcium fluorescence, CHO-K1 cells, HTS. hit rate 0.33% among 360,000. activation, % at 3 µM. Muscarinic acetylcholine receptor M1 (Homo sapiens), P11229. CHO-K1 hM1, agonist mode; 0% DMSO, 100% acetylcholine EC100;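 active = activation above the run's mean compound activation plus 3 SD, cut at about 16% in these data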;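 note: peak over basal fluorescence ratio within a 140 s kinetic read after compound addition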
# TAAR1 ag: human TAAR1 agonists, primary screen, Fluo-8 calcium fluorescence, CHO RD-HGA16 cells; hit rate 0.99% among 360,000; vehicle wells 0%, saturating PEA agonist 100%; AID 624467, 2012; activation, % at 3 µM;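 active = activation above the mean activation of all test compounds in the run plus 3 SD, cut at about 38% in these data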
# Target sequence (Q96RJ0 whole entry, looked up): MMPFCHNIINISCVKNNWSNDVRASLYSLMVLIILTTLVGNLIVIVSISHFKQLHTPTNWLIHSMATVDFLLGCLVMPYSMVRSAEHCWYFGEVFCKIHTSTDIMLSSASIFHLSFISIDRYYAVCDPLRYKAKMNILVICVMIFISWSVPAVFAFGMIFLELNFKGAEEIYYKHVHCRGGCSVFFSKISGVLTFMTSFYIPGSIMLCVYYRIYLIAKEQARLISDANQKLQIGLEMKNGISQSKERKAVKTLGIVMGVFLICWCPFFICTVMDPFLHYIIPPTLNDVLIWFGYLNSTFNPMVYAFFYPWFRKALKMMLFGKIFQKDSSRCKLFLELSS
#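 Repeats: no replicates (n 1) | Material: CHO-derived RD-HGA16 cells with stable Gα16 and human TAAR1 | Technique: Kinetic Fluo-8 calcium fluorescence | Schedule: 17-24 h seeding, 75 min 37 °C dye, 30 min RT | Evaluation: % activation from peak over basal fluorescence ratio, DMSO-to-PEA scaled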
# CHO parental Ca: ATP-evoked calcium signal inhibitors, parental CHO, primary screen, counter-screen for OX1R antagonist project, cell-based, fluorescence, Fluo-8 calcium dye. parental CHO-K1, ATP-induced calcium, Fluo-8 fluorescence. inhibition, % at 5.6 µM. hit rate 0.63% among 330,000. AID 463079, 2010;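 active = inhibition above that plate's mean sample inhibition plus 3 SD, cut at about 26% in these data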;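 note: 0% = ATP-challenged DMSO wells and 100% = DMSO wells without ATP; some compounds past the cut are filed as inactive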
#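 material = parental CHO cells | also added = ATP as calcium-mobilizing challenge | dosing = single point at 5.6 µM | detection = intracellular calcium via Fluo-8 no-wash fluorescent dye | read-out = % inhibition | benchmarks = low control ATP plus DMSO, high control DMSO only | repeats = one well per compound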
# CHRM1 antagonist: human M1 muscarinic receptor antagonists, primary screen, CHO-K1 cells, Fluo-8 calcium fluorescence, 1536-well; Muscarinic acetylcholine receptor M1 (Homo sapiens), P11229; CHO-K1 hM1, ACh EC80 antagonist; inhibition, % at 3 µM; hit rate 1.3% among 360,000; AID 588852, 2011;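 active = percent inhibition above its own plate's cutoff, namely the mean of that plate's compound wells plus 3 SD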;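 note: peak over basal fluorescence ratio during 140 s after agonist addition; 0% = ACh EC80 plus DMSO and 100% = DMSO alone without agonist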
# M1 PAM parental: nonselective calcium activators in parental CHO-K1 cells, primary screen, counter-screen for M1 PAM project, cell-based, Fluo-8 calcium fluorescence, full deck, 1536-well | ATP EC20; 0% at ATP EC20, 100% at ATP max | activation, % at 3 µM | hit rate 0.02% among 360,000;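 active = activation above the run cutoff, the mean activation of all test compounds plus 3 SD, cut at about 40% in these data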;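 note: peak over basal fluorescence ratio in a 140 s read after ATP addition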
# TAAR1 antagonist: human TAAR1 antagonists, primary screen, Fluo-8 calcium fluorescence, CHO RD-HGA16 cells; Trace amine-associated receptor 1 (Homo sapiens), Q96RJ0; antagonist; inhibition, % at 3 µM; hit rate 1.5% among 360,000; AID 624466, 2012;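 active = inhibition above a per-plate cutoff, the mean inhibition of test compounds on that plate plus 3 SD, cut at about 49% in these data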;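 note: 0% = DMSO plus EC80 beta-PEA response and 100% = DMSO alone without agonist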
#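 Assay system: RD-HGA16 CHO cells with stable hTAAR1 and Gα16 / Reagent: EC80 β-phenethylamine stimulus / Doses: 3 µM, single point / Timing: dye loading 75 min at 37 °C, then 30 min room temperature / Measured by: Fluo-8 intracellular calcium dye fluorescence, real-time kinetic reads / Controls: vehicle wells and EC80 agonist wells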
# OXTR potentiate: human OXTR potentiators, primary screen, fluorescence, CHO-OTR cells, Fluo-8 calcium. Oxytocin receptor (Homo sapiens), P30559. Fluo-8 calcium fluorescence, potentiator mode; 0% = oxytocin EC15, 100% = EC100. activation, % at 3 µM. hit rate 0.061% among 320,000;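 active = activation above that plate's cutoff, the mean activation of tested compounds plus 3 SD, cut at about 6.6% in these data, passing the limit was not always enough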;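 note: 100% uses oxytocin at 75 nM as the full agonist control; some results filed as inactive read as strong as hits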
# Target sequence (P30559 whole entry, looked up): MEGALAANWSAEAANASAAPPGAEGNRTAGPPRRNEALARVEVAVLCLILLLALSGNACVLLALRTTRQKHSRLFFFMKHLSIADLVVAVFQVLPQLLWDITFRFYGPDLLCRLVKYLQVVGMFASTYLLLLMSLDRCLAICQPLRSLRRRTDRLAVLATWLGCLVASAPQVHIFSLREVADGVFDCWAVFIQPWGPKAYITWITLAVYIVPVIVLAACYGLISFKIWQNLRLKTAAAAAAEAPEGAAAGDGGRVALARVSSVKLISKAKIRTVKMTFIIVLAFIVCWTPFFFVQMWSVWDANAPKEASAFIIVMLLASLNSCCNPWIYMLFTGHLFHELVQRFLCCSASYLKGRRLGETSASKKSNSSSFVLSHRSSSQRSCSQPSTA
#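 Assay system: CHO cell line stably expressing human OTR. Reagent: EC15 oxytocin agonist. Dosing: single dose, 3.0 µM nominal final compound concentration. Timing: compound 6 min at room temperature before oxytocin, 100 s read. Signal: kinetic Fluo-8 calcium fluorescence. Controls: oxytocin EC15 low and EC100 high.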
# Starred values were filed as active, the others as inactive; . = no result given.
SMILES,CHO-K1 Ca ag,CHO-K1 Ca antag,M1 ag,TAAR1 ag,CHO parental Ca,CHRM1 antagonist,M1 PAM parental,TAAR1 antagonist,OXTR potentiate
Cc1ccc(C(=O)Nc2ccccc2N2CCCC2)cc1S(=O)(=O)N1CCOCC1,0.9,-13,-5,19,-15,-7,-4,3,-3
COc1cccc(C(=O)NNS(=O)(=O)c2ccc(C)cc2)c1,-0.1,-8,-8,1,-16,-11,14,1,-4
Cc1ccccc1CNC(=O)c1ccccc1,-0.3,-9,-4,6,0,-24,-6,10,0
COc1ccc(NC(=O)CN(C)C(=O)/C=C/c2ccc(S(=O)(=O)N3CCCCCC3)cc2)cc1,4.3,-4,-6,0,-5,-3,4,21,-1
CC(C)N1CCN(Cc2ccoc2)CC1CCO (stereo not given),-0.7,13,-8,3,-17,-5,12,3,-3
O=C(COC(=O)C1CCC1)NCc1ccc(F)cc1,0.1,1,-2,0,-2,-15,7,-9,6
O=C1/C(=N\S(=O)(=O)c2cccs2)C([n+]2ccc(CCCc3ccccc3)cc2)=C([O-])c2ccccc21,0.2,7,-4,0,-55,1,-18,-9,-2
CC1(C)CC(O)CC(C)(C)N1CC(O)COCCOc1ccc(Br)cc1 (stereo not given),0.2,8,-4,-1,-11,-11,-8,9,-8
CN(CC(=O)Nc1cccc(F)c1)C(=O)CCc1nc2sc3c(c2c(=O)[nH]1)CCCC3,0.2,7,-3,4,-24,-1,11,-26,-4
Cc1c(Nc2c3ccccc3nc3ccccc23)c(=O)n(-c2ccccc2)n1C,4.1,-8,-2,3,-1,-14,7,-9,-8
O=C(O)C(Cc1c[nH]c2ccccc12)N1C(=O)C2C3c4ccccc4C(c4ccccc43)[C@@H]2C1=O (stereo not given in full),0.0,-6,-3,-1,-10,-13,-6,2,3
O=C(Nc1ccc(NC(=O)c2cccnc2Cl)cc1)c1cccc(Cl)c1,1.1,15,-2,16,17,-2,-6,38,-14
Cc1cccc(NC(=O)c2cc(NC(=O)c3ccco3)ccc2Cl)n1,3.3,-14,-3,13,-11,-16,17,4,2
CCc1ccc2c(c1)C1(NN=C(c3ccc(C)cc3)S1)C(=O)N2 (stereo not given),-0.5,-2,-4,5,-15,10,-3,12,0
Cc1cc(=O)[nH]c(SCC(=O)NNC(=O)Cc2ccccc2)n1,0.1,-6,-1,0,-2,-12,-4,-1,-8
O=C(O)c1ccc(NCc2ccc(Br)cc2)cc1,1.0,-11,-1,3,-9,2,-4,19,-6
CC(=O)N(c1cccc(C)c1)S(=O)(=O)c1ccc(Cl)cc1,0.0,-11,-5,5,-10,-12,20,7,-17
CN(CCO)C(=O)CCC(=O)Nc1ccc(S(N)(=O)=O)cc1,-0.1,-8,1,2,-4,-14,-10,-18,-4
O=C(Nc1nnc(-c2ccc(Cl)cc2)o1)c1cccc(N2C(=O)CCC2=O)c1,-0.1,-7,-8,0,-11,-1,9,-12,-8
CC1Cc2ccccc2N1C(=O)CSc1nc2c(c(=O)n(C)c(=O)n2C)n1Cc1ccc(F)cc1 (stereo not given),-0.3,13,0,4,-21,1,-8,1,-14
COCCNC(=O)c1cc2oc3ccccc3c2n1C,-0.2,13,-3,9,4,24,-8,6,-15
Oc1c(N=NC(=S)Nc2ccccc2F)c2ccccc2n1Cc1ccccc1Cl,0.1,-12,-4,0,22,-2,25,24,-19
O=C(NCc1cccc(Cl)c1)c1ccc(S(=O)(=O)N2CCCCC2)cc1,3.4,-4,-3,6,.,0,16,28,.
CCOC(=O)c1c(NC(=O)c2cccs2)sc(CC)c1-c1cccs1,0.9,-46,-2,7,-31,0,12,3,-3
c1ccc2c(c1)[nH]c1ccccc12,-0.5,-6,-12,-3,3,-9,-5,-7,0
Cc1ccccc1-c1csc(C(O)(c2ccccc2)C(F)(F)F)n1 (stereo not given),0.1,-3,-8,2,.,-6,-8,19,.
Nc1c2c(nc3ccccc13)CCC2,0.7,2,-4,1,-1,-2,15,-23,-6
O=C(CCSCc1ccccc1F)NCc1cccnc1,0.6,-6,-1,0,2,0,-3,3,-2
O=C(NNC(=O)c1cccc(-n2cccc2)c1)c1ccccc1,0.5,-6,-2,4,-8,0,8,-11,-2
CC12CCC(C(=O)N(CCCCN3CCN(Cc4ccccc4)CC3)C1=O)C2(C)C (stereo not given),0.5,-3,-8,1,-19,1,1,-7,-2
Cc1ccc2c(c1)C1CN(C)CCC1N2C(=S)NC(=O)c1ccc(Br)cc1 (stereo not given),0.3,1,-6,16,-15,13,-14,2,0
COCc1cc(CN2CCN(Cc3ccsc3)C(CCO)C2)ccc1OC (stereo not given),0.1,9,-11,1,-15,-9,-10,-8,-11
O=C1c2cccc3cc(Br)cc(c23)C(=O)N1Nc1ccccc1,-0.3,5,10,16,-3,-18,-5,-12,0
CC(C)Cc1csc(NC(=O)C(C)C)c1C(=O)O,0.2,-13,-2,-2,-14,-4,6,-28,-14
Cc1ccc(S(=O)(=O)N(C)CC(=O)Nc2ccncc2)cc1,1.0,16,1,3,-7,14,-7,2,-13
CCOc1cccc(-c2c(C(=O)N/N=C/c3ccncc3)nnn2-c2nonc2N)c1,0.6,3,3,16,-6,-12,4,1,-4

# An excerpt of these results, with each value named:
> Nc1c2c(nc3ccccc13)CCC2
  CHO-K1 Ca ag: 0.7; CHO-K1 Ca antag: 2; M1 ag: -4; TAAR1 ag: 1; CHO parental Ca: -1; CHRM1 antagonist: -2; M1 PAM parental: 15; TAAR1 antagonist: -23; OXTR potentiate: -6
> CC(C)Cc1csc(NC(=O)C(C)C)c1C(=O)O
  CHO-K1 Ca ag: 0.2; CHO-K1 Ca antag: -13; M1 ag: -2; TAAR1 ag: -2; CHO parental Ca: -14; CHRM1 antagonist: -4; M1 PAM parental: 6; TAAR1 antagonist: -28; OXTR potentiate: -14
> c1ccc2c(c1)[nH]c1ccccc12
  CHO-K1 Ca ag: -0.5; CHO-K1 Ca antag: -6; M1 ag: -12; TAAR1 ag: -3; CHO parental Ca: 3; CHRM1 antagonist: -9; M1 PAM parental: -5; TAAR1 antagonist: -7; OXTR potentiate: 0

# (continued)
SMILES,CHO-K1 Ca ag,CHO-K1 Ca antag,M1 ag,TAAR1 ag,CHO parental Ca,CHRM1 antagonist,M1 PAM parental,TAAR1 antagonist,OXTR potentiate
COCCNC(=O)c1cnn2c(C(F)(F)F)cc(-c3ccc(C)cc3)nc12,1.3,4,-5,1,-10,11,-6,-2,2
COc1ccc(N2CCN(CCCNC(=O)c3ccc(CS(=O)(=O)c4ccc(Cl)cc4)o3)CC2)cc1,6.3,-12,-1,13,-14,9,2,12,-12
CCOC(=O)C1=C(C)NC(=O)C(C(N)=O)C1c1ccccc1 (stereo not given),0.1,-12,-5,12,13,-2,19,9,-10
Cc1cc(C)nc(SCC(=O)N/N=C/c2cccn2-c2ccc(O)cc2)n1,-0.2,18,-2,12,-22,1,-8,-15,-13
CCOc1cccc(N)c1,0.7,-23,0,.,-16,-23,11,.,-4
O=C(NCc1cccs1)C1CCCN(C(=O)Nc2ccccc2)C1 (stereo not given),1.7,-6,-5,8,-4,-4,12,-3,-2
CCN(CC)CCOC(=O)c1ccc(N/C=C(/C#N)c2nc(-c3cc4ccccc4oc3=O)cs2)cc1,1.2,-11,-12,2,.,-18,2,-2,.
CC(C)N(Cc1ccccc1)C(=O)COC(=O)c1cc(S(=O)(=O)N(C)C)ccc1N1CCCC1,0.9,-16,-7,8,-31,-11,25,0,-7
CSc1oc(-c2ccco2)nc1S(=O)(=O)c1ccc(Br)cc1,-0.1,-10,-5,-2,-10,-4,14,-27,-6
CCc1ccc(-c2cc(C(=O)Nc3c(C)n(C)n(-c4ccccc4)c3=O)c3ccccc3n2)s1,1.1,-9,-5,.,-19,8,19,.,-2
C[C@H](NC(=O)c1nc[nH]c1C(=O)N[C@@H](CCCCN)C(=O)OC(C)(C)C)C(=O)OCc1ccccc1,0.4,-11,-4,1,-8,4,5,8,-4
CCOC(=O)N1CCN(c2nc3ccc(C)cc3n3cnnc23)CC1,-0.1,-7,0,6,.,-13,7,-12,.
FC(F)(F)COc1nc(N/N=C/c2cccnc2)nc(N2CCCCC2c2ccccn2)n1 (stereo not given),-1.0,4,-7,-2,-16,-2,-11,-3,-12
C#CCNC(=O)C[C@@H]1C[C@@]2(C(=O)OCC)CCC=C2N(Cc2cccc3ccccc23)C1=O,-0.4,-31,.,-2,.,.,21,-16,.
C=CCc1ccc(OCCOc2ccc(/C=N/n3cnnc3)cc2OCC)c(OC)c1,0.8,7,1,6,67*,6,-4,21,-14
CCOc1ccc(CNS(=O)(=O)c2ccc(-c3ccc(=O)[nH]n3)o2)cc1OC,0.3,-16,-3,1,-1,-2,17,-12,-7
Cn1c(/C(C#N)=C(\O)c2ccc(Cl)s2)nc2ccccc21,-0.1,-6,-2,0,-11,3,-4,7,-8
CC(OC(=O)c1cccc(S(=O)(=O)N(C)C)c1)C(=O)NCc1ccc2c(c1)OCO2 (stereo not given),7.5,9,-3,1,1,-1,-6,-4,-9
Cc1cc(=O)n2nc(N3CCC(C(=O)NCc4cccc(Cl)c4)CC3)sc2n1,-0.2,16,-5,-1,-16,-8,-24,-41,1
COc1cc2c(cc1OC)C1(NCC2)C(=O)Nc2ccccc21 (stereo not given),0.1,1,-1,5,-13,-8,15,-5,0
O=C(NCC1CCCN1S(=O)(=O)c1cccs1)c1ccc(F)cc1 (stereo not given),6.4,1,-4,2,-7,-10,17,-12,0
S=c1nc(-c2ccccc2)n(CCN2CCOCC2)c2c1CCCC2,0.1,-11,-8,9,-12,-1,16,-3,0
CCc1nc(Nc2cc(OC)ccc2OC)c2oc3ccccc3c2n1,0.7,-11,-4,5,-22,3,1,17,2
COc1ccc(OC)c(NC(=O)CSc2n[nH]c(-c3cccnc3)n2)c1,1.4,-8,-2,-1,-4,6,12,7,4
COc1ccc(C(=O)NCc2cn3ccsc3n2)cc1OC,-0.4,15,-1,1,-7,14,-3,-2,1
O=C(N/N=C/c1ccco1)c1cccc(NC(=O)c2cccc(Cl)c2)c1,1.6,4,4,12,-23,-6,0,13,-9
CC(=O)Oc1ccc(-c2ccc(C(=O)O)cc2)cc1,1.2,-10,-2,8,-2,-7,13,8,-8
